IP6K1 inhibitor: IP6K1 kinase inhibition; IP6K1 kinase, ADP-Glo luminescence, 2 h; stronger effect = lower value; 140,000 tested, 0.81% active; activity change, % (series mostly up to about 58 µM); AID 1645851; Q92551; in the data active = activity change below about -25%
Target sequence (Q92551 whole entry, looked up): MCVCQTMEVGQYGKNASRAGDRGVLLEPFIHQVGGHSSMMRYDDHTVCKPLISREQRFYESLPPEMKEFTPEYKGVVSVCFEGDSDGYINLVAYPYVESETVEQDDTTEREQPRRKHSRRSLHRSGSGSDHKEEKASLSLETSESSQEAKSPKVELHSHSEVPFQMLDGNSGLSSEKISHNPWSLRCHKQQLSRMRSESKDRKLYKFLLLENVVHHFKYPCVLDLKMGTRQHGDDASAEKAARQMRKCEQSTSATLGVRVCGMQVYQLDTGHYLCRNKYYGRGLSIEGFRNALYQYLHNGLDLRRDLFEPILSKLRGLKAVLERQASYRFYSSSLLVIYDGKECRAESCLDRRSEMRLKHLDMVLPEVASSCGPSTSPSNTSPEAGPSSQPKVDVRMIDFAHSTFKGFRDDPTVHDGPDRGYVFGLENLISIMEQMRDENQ
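ADP-Glo luminescence measures ADP made by human IP6K1 during a 2 h RT reaction with ATP/IP6 (mix at 1.3 mM/130 uM); top library doses 57.5 and 19.1 uM final.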
GPT2 inh: blocks human glutamate pyruvate transaminase 2; Q8TD30; Recombinant GPT2, coupled pyruvate oxidase/HRP Amplex Red fluorescence; Potency, µM (doses to about 57.7 µM), for inactives: top-dose activity change, negative = inhibition, hits mostly inhibitors; 100,000 tested, 0.25% active; also: potency is read from the fitted curve at half-maximal effect; nearly all actives have a fitted effect of over 60% in size; many of its hits are not listed in these tables
Target sequence (Q8TD30 whole entry, looked up): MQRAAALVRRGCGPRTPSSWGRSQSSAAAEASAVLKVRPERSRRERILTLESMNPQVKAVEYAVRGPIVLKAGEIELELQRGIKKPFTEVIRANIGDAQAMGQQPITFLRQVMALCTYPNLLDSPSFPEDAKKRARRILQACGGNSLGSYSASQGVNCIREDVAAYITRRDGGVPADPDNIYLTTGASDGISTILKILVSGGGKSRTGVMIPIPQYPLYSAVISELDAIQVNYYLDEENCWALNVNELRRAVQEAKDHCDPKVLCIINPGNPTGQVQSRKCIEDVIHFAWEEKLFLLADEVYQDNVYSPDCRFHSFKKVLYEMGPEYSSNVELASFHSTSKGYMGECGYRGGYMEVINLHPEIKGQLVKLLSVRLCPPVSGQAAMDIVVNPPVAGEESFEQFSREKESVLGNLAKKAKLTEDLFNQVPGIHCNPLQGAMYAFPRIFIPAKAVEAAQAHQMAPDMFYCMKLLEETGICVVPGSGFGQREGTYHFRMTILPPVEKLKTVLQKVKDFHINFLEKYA
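Fluorescence of coupled pyruvate oxidase/HRP/Amplex Red system (50uM Amplex, 30 min, dark) reports pyruvate formed by GPT2. Enzyme reaction: 10ng/uL GPT2, 2mM L-alanine, 250uM a-KG, 30 min room temperature, pH 7.5; 50uM AOA control.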
NIH3T3 tox: kills NIH 3T3 cells; NIH 3T3 viability, CellTiter-Glo ATP luminescence, 48-72 h; Potency, µM (doses to about 96.7 µM), inactives show at the highest dose activity change, negative = cytotoxicity, hits mostly inhibitors; 94,000 tested, 4.3% active; AID 1345082; also: potency is read from the fitted curve at half-maximal effect; nearly all actives have a fitted effect of over 55% in size
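Cytotoxicity is measured as loss of cellular ATP: NIH 3T3 cells (400/well) are exposed to compound for 48 or 72 hr at 37 °C, then CellTiter-Glo luminescence is imaged after 10 min at room temperature.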
HEK293 viab: counter-screen for SNCA expression inhibitors: cell viability | HEK-293-SNCA-luc viability, GF-AFC fluorescence, 24 h | Potency, µM (series often up to 57.1 µM), for inactives: top-dose activity change, negative = cytotoxicity, most hits filed as cytotoxic | 150,000 tested, 0.12% active | AID 1671193;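 also: potency is read from the fitted curve at half-maximal effect; 0% = DMSO-treated cells and -100% = medium-only wells without cells; nearly all actives have a fitted effect of over 30% in size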
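Cytotoxicity counterscreen: after 24 h compound treatment of genome-edited SNCA-luciferase HEK-293 cells, live-cell protease substrate GF-AFC read by fluorescence after 30 min; activity scaled between DMSO (0%) and medium-only (-100%), curves Hill-fitted.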
SNCA expr inh: reduces expression of the alpha-synuclein gene; HEK-293 SNCA-luciferase knock-in, luminescence, 24 h; Potency, µM (top dose mostly 57.2 µM), for inactives: at the top dose activity change, negative = inhibition, hits mostly inhibitors; 140,000 tested, 0.17% active;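 also: potency is read from the fitted curve at half-maximal effect; plate controls were DMSO cells for no effect and cell-free wells for full effect; nearly all actives have a fitted effect of over 45% in size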
Luciferase inh: inhibitors of firefly (Photinus pyralis) luciferase; Potency, µM (doses to about 115 µM), for the others: at the top dose activity change, negative = inhibition, usual class: inhibitors; 76,000 tested, 2.5% active; purified P. pyralis luciferase, luminescence, biochemical; AID 1347043; also: potency is read from the fitted curve at half-maximal effect; nearly all actives have a fitted effect of over 65% in size
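Luminescence read by CCD imager after adding enzyme (10nM final) to wells holding compound, titrated in qHTS. Substrates 10uM each D-luciferin and ATP; buffer 50mM Tris acetate pH 7.5, 10mM Mg acetate, Tween-20, BSA.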
HEK cytotox: HEK 293 cell cytotoxicity; Potency, µM (top dose mostly 115 µM), for the others: at the highest dose activity change, negative = cytotoxicity, usual class: inhibitors; HEK 293 viability, ATP luminescence (CellTiter-Glo), 48-72 h; AID 1345083; 94,000 tested, 6.6% active; also: potency is read from the fitted curve at half-maximal effect; nearly all actives have a fitted effect of over 60% in size
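Cells seeded first (HEK 293, 250 cells/well), then compound added by pintool. Incubation ran 48 or 72 hr at 37 degree Celsius. CellTiter-Glo was added and luminescence imaged after 10 min at room temperature.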
Numbers without * were called inactive; i = inactive; ? = inconclusive; . = no result given; & = joins results of further samples; [ ] = remark or other dose. Unless noted, calls follow the shape of the dose curve; as a rule, active = well fitted curve in the direction sought with a large enough effect; inconclusive = small, poorly fitted or top-dose-only effect, or another doubt; inactive = no such curve, though single readings can be large; an effect the other way counts as inactive or inconclusive. Unless noted, % is scaled to controls: 0 for no effect and ±100 for the full control effect.

1: CC(=O)N[C@H](Cc1c[nH]c2ccccc12)C(=O)OCc1cc(C(F)(F)F)cc(C(F)(F)F)c1
2: Cc1ccccc1CN1C(=O)c2ccccc2Sc2ccc(C(=O)NCc3cccs3)cc21
3: Cc1cc(S(=O)(=O)N2CCC(CC(=O)NCc3ccccc3)C2)ccc1F (stereo not given)
4: CN(CCCNC1CCC2(CCNCC2)CC1)c1ccccc1
5: Cc1noc(-c2ccc(N(C)Cc3ccccc3)c([N+](=O)[O-])c2)n1
6: O=C(c1nc2ccccc2[nH]1)N1CCc2c(n(Cc3cccnc3)n(-c3ccccc3)c2=O)C1
7: O=C(O)c1ccc(C2Nc3ccccc3-c3nnc(SCc4ccc(Cl)cc4)nc3O2)cc1 (stereo not given)
8: O=C1N2CCCC2CN1C1CCN(Cc2ccc(C(F)(F)F)cc2)CC1 (stereo not given)

assay / compound	1	2	3	4	5	6	7	8
HEK cytotox	.	.	?	79µM*	.	-15%	.	40µM*
HEK293 viab	-13%	3%	-17%[12.5 µM]	5%	-17%	4%	-1%	3%
Luciferase inh	.	.	-4%	-8%	.	2%	.	-2%
IP6K1 inhibitor	6	-11	1	8	2	14	6	14
NIH3T3 tox	.	.	-1%	?	.	?	.	?
GPT2 inh	1%	.	-9%	i	.	i	.	i
SNCA expr inh	.	-7%	0%	0%	102%[activator]	5%	7%	-8%

Overlap with the part before: 2 entries; new compounds follow.
7: O=C(O)c1ccc(C2Nc3ccccc3-c3nnc(SCc4ccc(Cl)cc4)nc3O2)cc1 (stereo not given)
8: O=C1N2CCCC2CN1C1CCN(Cc2ccc(C(F)(F)F)cc2)CC1 (stereo not given)
9: COc1ccc(Cl)cc1S(=O)(=O)N1CCCC(Cn2cnc3cccnc32)C1 (stereo not given)
10: CCC(=O)N1CCc2cc(CNC(=O)Cc3ccc(F)cc3)ccc21
11: CCOC(=O)Cc1ccc(NC(=O)N(C(C)C)C2CCN(C(C)=O)CC2)cc1
12: CC(C)(C)CN1CCOC[C@H]1c1ncc(-c2ccccc2)[nH]1
13: O=C(NCc1ccc2c(c1)CCN2C(=O)c1ccc(F)cc1)c1ccc(Br)o1
14: O=C(Nc1ccc(Cl)cc1Cl)c1c[nH]c2cccnc12
15: COc1ccc(NC(=O)c2ccc3c(c2)NC(C)(COc2ccccc2)CO3)cc1OC (stereo not given)
16: CCN(CC)CCCNC(=O)C1CCN(S(C)(=O)=O)CC1

assay / compound	7	8	9	10	11	12	13	14	15	16
HEK cytotox	.	40µM*	?	.	.	79µM*	.	?	?	.
HEK293 viab	-1%	3%	6%	-7%	-7%	-7%[87.6 µM]	-12%	?	-19%[87.6 µM]	-3%
Luciferase inh	.	-2%	0%	.	.	-6%[172 µM]	.	.	10%[172 µM]	.
IP6K1 inhibitor	6	14	1	9	-6	-4	-2	6	7	52
NIH3T3 tox	.	?	?	.	.	?	.	?	?	.
GPT2 inh	.	i	i	.	.	-8%[88.5 µM]	.	i	2%[88.5 µM]	.
SNCA expr inh	7%	-8%	15%	140%[activator]	-5%	12%[87.6 µM]	-8%	166%[activator]	-20%[87.6 µM]	-7%

17: CCC(CC)NC(=O)[C@@H]1COCC(=O)N1Cc1ccc(OC)cc1OC
18: CCC1(O)CCC12CCN(C(=O)c1cccnc1)CC2 (stereo not given)
19: O=C(NC1CCCCCC1)C1c2ccccc2C(=O)N1Cc1ccc(F)cc1 (stereo not given)
20: Cc1nc(SC(C)C(=O)Nc2ccccc2C)cc(-c2ccccc2)n1 (stereo not given)
21: CC(CCc1ccccc1)NC(=O)Cn1ccn2nc3c(c2c1=O)CCCC3 (stereo not given)
22: O=C(Nc1ccc(Br)cc1F)c1cc2nc(-c3ccco3)cc(C(F)(F)Cl)n2n1
23: COc1cccc(CNC(=O)CN2CCCN(Cc3ccccc3)S2(=O)=O)c1
24: Cc1cc(O)c2c(c1)C(=O)c1cc(O)cc(O)c1C2=O

assay / compound	17	18	19	20	21	22	23	24
HEK cytotox	1%	-5%	.	.	?	.	.	.
HEK293 viab	4%	11%	-7%	-7%	-1%	5%	-4%	-5%&-12%
Luciferase inh	6%	-16%	.	.	10%	.	.	.
IP6K1 inhibitor	-1	-9	8	-7	-4	-2	-5	.
NIH3T3 tox	-5%	-23%	.	.	-27%	.	.	.
GPT2 inh	i	?	.	.	i	.	.	-20%&0%
SNCA expr inh	8%	-1%	1%	5%	4%	11%	-2%	-21%&-24%

25: N#Cc1cccc(C(=O)NC2CCN(c3cc(-c4ccc(Cl)cc4)[nH]n3)C2)c1 (stereo not given)
26: Cc1cc(C(=O)N2C[C@@H](CO)[C@H](N(C)C)C2)no1
27: Cc1noc(C)c1[S+](=O)([O-])N1CCn2c(nn(-c3ccc(C(F)(F)F)cc3)c2=O)C1
28: Cc1cccc(-c2ccc3c(c2)C(=O)N2CC[C@H](NC(=O)c4cnccn4)C[C@H]2C(=O)N3)c1C
29: O=C(C1CC1)N1CCOC[C@H](Oc2ccccc2)C1
30: COc1ccc(OC)c(CCNC(=O)CCCn2c(=O)c3cccn3c3ccc(F)cc32)c1
31: Cc1ccc(C(=O)NCc2nnc3ccc(-c4ccc(Cl)cc4)nn23)s1
32: Cc1noc([C@@H]2CC(F)(F)CN2C(=O)c2coc(C)n2)n1

assay / compound	25	26	27	28	29	30	31	32
HEK cytotox	?	-13%	?	?	i	.	i	i
HEK293 viab	-16%	8%	-15%&-6%	-2%	15%[87.6 µM]	-16%	-13%	8%
Luciferase inh	-6%	4%	8%	-6%	-4%[230 µM]	.	-13%	-1%
IP6K1 inhibitor	0	0	-3&6	-14	-2	19	9	-7
NIH3T3 tox	?	-2%	-19%&-13%	?	3%[174 µM]	.	i	i
GPT2 inh	?	-6%	2%&5%	1%	-4%[88.5 µM]	.	i	-23%
SNCA expr inh	-29%	4%	5%&8%	6%	22%[87.6 µM]	9%	?	-7%

Pulled one by one from above:
32: Cc1noc([C@@H]2CC(F)(F)CN2C(=O)c2coc(C)n2)n1
27: Cc1noc(C)c1[S+](=O)([O-])N1CCn2c(nn(-c3ccc(C(F)(F)F)cc3)c2=O)C1
28: Cc1cccc(-c2ccc3c(c2)C(=O)N2CC[C@H](NC(=O)c4cnccn4)C[C@H]2C(=O)N3)c1C
31: Cc1ccc(C(=O)NCc2nnc3ccc(-c4ccc(Cl)cc4)nn23)s1

assay / compound	32	27	28	31
HEK cytotox	i	?	?	i
HEK293 viab	8%	-15%&-6%	-2%	-13%
Luciferase inh	-1%	8%	-6%	-13%
IP6K1 inhibitor	-7	-3&6	-14	9
NIH3T3 tox	i	-19%&-13%	?	i
GPT2 inh	-23%	2%&5%	1%	i
SNCA expr inh	-7%	5%&8%	6%	?

(list continues)
33: CC(C)CNC(=O)c1ccc2oc(-c3ccncc3Cl)nc2c1
34: Cc1ccc2oc(-c3ccc(C)c(NC(=O)/C=C/c4ccc(Cl)cc4)c3)nc2c1
35: O=C(NCc1cccc(Cl)c1)c1cnc(N2CCCCC2)c2ccccc12
36: Cc1ccc(OCC(=O)Nc2nnc(S(=O)(=O)N3CCc4ccccc43)s2)cc1
37: O=C(NC1CCCCC1)c1nc2cccnc2n(CCc2ccccc2)c1=O
38: C[C@H](O)C(=O)N1CCc2ccc(S(=O)(=O)NCCOc3ccccc3)cc2C1
39: COc1cccc(CN2CCCCCCNC(=O)[C@@H]3CCC[C@@H]32)c1
40: O=C(Cn1cccc1-c1nc(-c2ccc3c(c2)OCO3)no1)NCc1ccccc1Cl

assay / compound	33	34	35	36	37	38	39	40
HEK cytotox	?	.	.	.	?	?	?	3%
HEK293 viab	-4%[12.5 µM]	20%	?	3%	-4%	3%	-4%	?
Luciferase inh	.	.	.	.	.	0%	2%	2%
IP6K1 inhibitor	1	-9	30	-1	13	11	-5	17
NIH3T3 tox	?	.	.	.	-25%	-14%	?	i
GPT2 inh	i	.	.	.	i	i[11.5 µM]	2%	i
SNCA expr inh	53%[activator][87.6 µM]	80%[activator]	-4%	18%	3%	-7%	4%	?

41: CN1C(=O)[C@@H]2C[C@@H](CN2C2CCC2)Oc2ccccc21
42: O=C1[C@@H]2C[C@@H](O)CN2C2(CN(C3CCCCC3)C2)C(=O)N1Cc1ccccc1Cl
43: C=C(CCC1C(C)(O)CCC2C(C)(C)C(O)CCC12C)C(O)CO (stereo not given)
44: Cc1nnc2c(N3CCN(c4ccccc4F)CC3)nc3ccc(C(=O)c4ccccc4)cc3n12
45: O=C(NCc1ccc(F)cc1)c1nc2sccn2c1-c1ccncc1
46: COc1cc(NC(=O)O[C@@H]2CO[C@H]3[C@@H]2OC[C@@H]3NC(=O)c2cccs2)cc(OC)c1
47: Cc1nc2sccn2c(=O)c1S(=O)(=O)NCc1ccc(F)cc1
48: COc1ccc(CCNC(=O)c2cnc3ccc(C)cn3c2=O)cc1
49: COc1cccc(-c2noc(CC3CCN(C(=O)c4ccc(F)c(F)c4)CC3)n2)c1

assay / compound	41	42	43	44	45	46	47	48	49
HEK cytotox	89µM*	-19%[172 µM]	.	.	?	?	.	.	?
HEK293 viab	-1%[87.6 µM]	-3%[87.6 µM]	5%	6%	-5%[87.6 µM]	-10%[87.6 µM]	-1%	2%	?
Luciferase inh	-6%[230 µM]	7%[172 µM]	.	.	.	8%[172 µM]	.	.	-3%
IP6K1 inhibitor	6	5	-7	-1	5	3	24	38	-8
NIH3T3 tox	50µM*	-16%[174 µM]	.	.	?	-18%[174 µM]	.	.	?
GPT2 inh	i	3%[88.5 µM]	i	.	i	3%[88.5 µM]	.	.	i
SNCA expr inh	-13%[87.6 µM]	5%[87.6 µM]	.	35%[activator]	-21%[87.6 µM]	-5%[87.6 µM]	2%	-2%	-23%

A portion of the library; the hit share may differ from the screen's.
